From PubChem BioAssay
JMJD2E inh: JMJD2E (human) inhibition. JMJD2E catalytic domain, FDH-coupled NADH fluorescence (FDH is formaldehyde dehydrogenase). Potency, µM (titrated, usually from 57.1 µM), for inactives: top-dose activity change, negative = inhibition, usual class: inhibitors. hit rate 1.6% among 230,000; active means well fitted inhibition curve with a large enough effect, not every such curve was filed as active; inconclusive means small, poorly fitted or top-dose-only effect, or another doubt; inactive means no such curve, though single readings can be large or run the other way;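 further: 0% = wells with enzyme and -100% = buffer wells without enzyme; nearly all actives have a fitted effect of over 50% in size; many of its hits are not listed in these tables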
Target sequence (B2RXH2 1-337 limits assumed): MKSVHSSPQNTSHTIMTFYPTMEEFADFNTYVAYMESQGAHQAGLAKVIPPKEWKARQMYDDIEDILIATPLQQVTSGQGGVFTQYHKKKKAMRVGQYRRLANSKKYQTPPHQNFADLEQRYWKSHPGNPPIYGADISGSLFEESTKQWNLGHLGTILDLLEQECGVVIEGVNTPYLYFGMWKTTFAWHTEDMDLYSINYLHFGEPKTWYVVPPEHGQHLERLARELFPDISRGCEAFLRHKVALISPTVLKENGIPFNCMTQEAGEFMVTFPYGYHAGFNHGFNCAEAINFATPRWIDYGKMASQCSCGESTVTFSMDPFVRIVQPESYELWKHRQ
TexasRed fluor: counter-screen for TRb-SRC2 inhibitors: fluorescence interference | hit rate 0.29% among 280,000 | TRb/SRC2 Texas Red total fluorescence interference | AID 1479 | Potency, µM (top dose mostly 106 µM), without a hit: top-dose fluorescence change, negative = quenching; active means well fitted curve in either direction with a large enough effect; inconclusive means small, poorly fitted or top-dose-only effect
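Human TRβ ligand-binding domain (0.6 uM) and Texas Red SRC2 peptide (20 nM) in Tris buffer with 1 uM T3 and 5% DMSO were incubated with pinned compound for 5 hr at ambient temperature. Total fluorescence was computed as S + 2P (555/632 nm).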
Tau FP inhib: inhibitors of human tau fibril formation; Potency, µM (highest dose often 57.7 µM), for inactives: top-dose activity, negative = inhibition, usual class: inhibitors; P10636; K18 P301L tau heparin fibrillization, Alexa594 FP, 6 h; AID 1468; hit rate 0.39% among 280,000; further: nearly all actives have a fitted effect of over 55% in size
Target sequence (P10636 561-689 P618L limits assumed): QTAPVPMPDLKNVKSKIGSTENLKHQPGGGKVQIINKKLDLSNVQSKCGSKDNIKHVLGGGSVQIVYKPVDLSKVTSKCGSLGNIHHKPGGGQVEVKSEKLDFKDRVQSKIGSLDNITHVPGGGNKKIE
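Read-out: fluorescence polarization of Alexa 594-labeled tau (0.24 uM), 555 nm excitation, 632 nm emission. Mixtures held 15 uM unlabeled K18 P301L, compound and 20 uM heparin, pH 7 acetate buffer, incubated 6 hr at 37 C.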
Tau fibril ThT: blocks human tau fibril formation measured by thioflavin T. recombinant tau K18 P301L, heparin-induced fibrillization, ThT fluorescence. hit rate 2.1% among 270,000. P10636. Potency, µM (series often up to 57.4 µM), without a hit: at the highest dose activity, negative = inhibition, actives largely listed as inhibitors; further: nearly all actives have a fitted effect of over 55% in size
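Fibril formation assay: tau K18 P301L at 15 uM with trace Alexa 594 label, heparin inducer 20 uM, pH 7 sodium acetate buffer, 37 C for 6 hr; endpoint ThT signal.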
L3MBTL1 block: blocks human L3MBTL1. AlphaScreen L3MBTL1–H3K9me1 peptide binding. Potency, µM (series often up to 57.1 µM), inactives show at the highest dose activity, negative = inhibition, most hits filed as inhibitors. hit rate 0.66% among 230,000; further: nearly all actives have a fitted effect of over 60% in size
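Read-out is AlphaScreen signal from streptavidin donor and nickel chelate acceptor beads (10 ug/mL final each) bridging L3MBTL1 (50 nM) and biotinylated K9-monomethylated H3(1-15) peptide (75 nM), after 30 min compound exposure at room temperature.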
RGS12 GoLoco inh: RGS12 GoLoco-Gai1 interaction inhibition. hit rate 0.44% among 230,000. Potency, µM (series often up to 61.6 µM), without a hit: top-dose activity, negative = inhibition, most hits filed as inhibitors. Gai1:RGS12 GoLoco peptide FP, rhodamine, 10 min; active means well fitted inhibition curve with a large enough effect, not every such curve was filed as active; inactive means no such curve, though single readings can be large or run the other way; further: nearly all actives have a fitted effect of over 30% in size; many of its hits are not listed in these tables
Target sequence (P63096 whole entry, looked up): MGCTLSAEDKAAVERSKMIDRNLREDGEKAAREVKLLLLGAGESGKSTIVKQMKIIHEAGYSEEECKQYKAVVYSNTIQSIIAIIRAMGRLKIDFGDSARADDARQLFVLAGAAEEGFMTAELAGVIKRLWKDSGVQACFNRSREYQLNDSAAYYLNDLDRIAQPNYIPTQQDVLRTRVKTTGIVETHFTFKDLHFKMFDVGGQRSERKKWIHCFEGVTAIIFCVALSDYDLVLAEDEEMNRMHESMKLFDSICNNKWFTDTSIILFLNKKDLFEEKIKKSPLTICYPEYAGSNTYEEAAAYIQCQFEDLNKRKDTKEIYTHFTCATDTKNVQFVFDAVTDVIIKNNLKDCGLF
RECQ1 inh: blocks DNA unwinding by human RECQ1 | Potency, µM (series often up to 57.3 µM), for the others: top-dose activity, negative = inhibition, hits mostly inhibitors | hit rate 0.54% among 240,000 | P46063 | RECQ1 DNA unwinding, red fluorescence kinetic read;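 further: plate controls were vehicle for no effect and no enzyme for full effect; nearly all actives have a fitted effect of over 30% in size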
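RECQ1T1 50 nM; forked duplex (20 bp + 30-nt ss tails) 200 nM, ATP 2 mM final; pH 8.0, 2 mM MgCl2, 2.5 ug/ml poly(dI-dC); 15 min compound preincubation; discontinuous kinetic read over 2 h at RT.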
TRb SRC2 PPI: disrupts binding of human TR beta to SRC2 | TRbeta-SRC2 peptide binding, fluorescence polarization; receptor liganded with 1 µM T3 | P10828 | AID 1469 | Potency, µM (series often up to 106 µM), for the others: at the top dose activity change, negative = inhibition, most hits filed as inhibitors | hit rate 0.065% among 280,000;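 further: plate controls were bound peptide for no effect and peptide without receptor for full effect; nearly all actives have a fitted effect of over 50% in size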
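TRb LBD 0.6 uM + Texas Red SRC2 peptide 20 nM, 1 uM T3, Tris buffer w/ 5% DMSO; compound pinned, 5 h RT; FP read ex 555/em 632; normalized to unbound and bound controls.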
Numbers without * were called inactive; i = inactive; ? = inconclusive; . = no result given; & = joins results of further samples; [ ] = another dose, or the depositor's remark. Unless noted, the call rests on the fitted dose curve; in most records, active means well fitted curve in the direction sought with a large enough effect; inconclusive means small, poorly fitted or top-dose-only effect, or another doubt; inactive means no such curve, though single readings can be large; an effect the other way counts as inactive or inconclusive. Unless noted, on the % scale 0 is the no-effect control and ±100 the full control effect; potency means the concentration at half of the fitted maximal effect. Not all compounds are listed (hit frequency here may not be typical).

SMILES | JMJD2E inh | TexasRed fluor | Tau FP inhib | Tau fibril ThT | L3MBTL1 block | RGS12 GoLoco inh | RECQ1 inh | TRb SRC2 PPI
O=c1cc(-c2ccccc2)nc(SCc2ccc(Cl)cc2)[nH]1 | 5% | -5% | -5% | -2% | -3% | -2% | 0% | -2%
CC(C)S(=O)(=O)c1nsc2nc(=O)c(/C=C3\C=Nc4ccccc43)c(N)n12 | -14% | -8% | 5% | ? | -2% | 7% | i | 1%
Cc1cc(S(=O)(=O)NCc2ccccc2)ccc1OCC(=O)N1CCOCC1 | 3% | 2% | -2% | 0% | 8% | 4% | i | 5%
COc1ccccc1N1CCN(CCN2C(=O)c3ccccc3C(C)(C)C2=O)CC1 | -10% | -1%&-1% | 6%&-7% | -16%&-10% | . | -4%&8% | -14% | 3%&1%
CCC(C)NC(=O)C1CCN(S(=O)(=O)c2cccc3cccnc23)CC1 (stereo not given) | -2% | 3% | -1% | 5% | 4% | 2% | -1% | 5%
FC(F)(F)c1cccc(N2CCN(c3ccc4nnc(-c5ccccc5)n4n3)CC2)c1 | -7% | 1% | 3% | -13% | . | 15% | -1% | -1%
CCS(=O)(=O)c1ccccc1C(=O)N(Cc1cccnc1)c1nc2cc(C)c(C)cc2s1 | . | -1% | -2% | ? | . | . | . | -5%
COc1cc2cc(CN(CCCO)S(=O)(=O)c3ccccc3Cl)c(=O)[nH]c2cc1OC | ? | 2% | -4% | -8% | -5% | 11% | -1% | 3%
O=C(COC(=O)c1cccnc1)c1ccc(Cl)cc1 | 3% | -4% | -1% | 14% | -1% | 62%[activator] | -9% | 8%
Cc1cccc(NC(=O)c2cc(S(=O)(=O)N3CCN(c4ccccc4F)CC3)ccc2F)c1C | . | -2% | 3% | 1% | . | . | . | -5%
CC(C)c1cc(C(=O)Nc2cccc(C(F)(F)F)c2)no1 | -8% | -1% | 1% | -4% | . | 4% | -12% | -22%
O=C(Cn1nnc2ccccc2c1=O)Nc1cccc(S(=O)(=O)N2CCOCC2)c1 | ? | -6% | 2% | -1% | 6% | 8% | -21% | -3%
COc1cc(C(C(=O)NC2CCCCC2)N(C(=O)Cc2c[nH]c3ccccc23)c2ccccc2C)cc(OC)c1OC (stereo not given) | -2% | -4% | 13% | -15% | -14% | -2% | 6% | -6%
CCC(C(=O)Nc1ccccc1C(=O)OC)n1c(C)c2cnn(-c3ccccc3)c(=O)c2c1C (stereo not given) | . | -2% | 8% | -17% | . | . | . | -8%
Cc1cccc(NC(=O)c2cc(NC(=O)c3ccccc3)ccc2N2CCCCC2)c1 | ? | -1% | 0% | -11% | . | -18% | 3% | -17%
COc1cccc(-n2c(=O)[nH]cc(C(=O)Nc3ccc4c(c3)OCCO4)c2=O)c1 | -3% | -6% | 1% | -18% | 21% | -1% | -1% | 1%
CC(O)CNCc1ccc(-c2ccccc2)cc1 (stereo not given) | 11% | -2% | -1% | -2% | 5% | 8% | -1% | -15%
Brc1ccc(C2CC(c3ccccc3)=Nc3ccccc3N2)cc1 (stereo not given) | ? | 0% | 3% | ? | -3% | 0% | ? | 4%
CCCCN1C(=O)C(=O)N(c2ccccc2)C1=S | -4% | 3% | 4% | -6% | -12% | 17% | -18% | -2%
COc1ccc(CN(C(=O)c2ccc(CN3CCOCC3)o2)C(C(=O)NCC2CCCO2)c2ccc(F)cc2)cc1 (stereo not given) | 2% | -10% | 14% | -9% | -12% | -2% | i | -4%
CCOc1ccc(NC(=O)Cn2nnc(C(=O)NCCc3ccccc3)c2N)cc1 | . | 1% | 0% | 0% | . | . | . | 6%
O=C(Cn1cnc2c(nnn2Cc2ccccc2)c1=O)NCC1CCCO1 (stereo not given) | 0% | 0% | 0% | -4% | 1% | 0% | -1% | -9%
c1coc(-c2nc3ccccc3nc2-c2ccco2)c1 | ? | -29% | ? | 16µM* | 32µM* | -13% | ? | 4%
CN(Cc1ccco1)c1ccnc(-c2cccc(NS(C)(=O)=O)c2)n1 | -5% | -3% | -8% | -27% | . | 8% | -17% | -1%
Cc1cc(C)cc(NS(=O)(=O)c2ccc3[nH]cc(C(=O)N(C)Cc4ccccc4)c(=O)c3c2)c1 | . | 0% | -14% | 4% | . | . | . | 5%

Rewritten tab-delimited: part of the list above.
Molecule	JMJD2E inh	TexasRed fluor	Tau FP inhib	Tau fibril ThT	L3MBTL1 block	RGS12 GoLoco inh	RECQ1 inh	TRb SRC2 PPI
CC(C)c1cc(C(=O)Nc2cccc(C(F)(F)F)c2)no1	-8%	-1%	1%	-4%	.	4%	-12%	-22%
Cc1cc(C)cc(NS(=O)(=O)c2ccc3[nH]cc(C(=O)N(C)Cc4ccccc4)c(=O)c3c2)c1	.	0%	-14%	4%	.	.	.	5%
Cc1cccc(NC(=O)c2cc(S(=O)(=O)N3CCN(c4ccccc4F)CC3)ccc2F)c1C	.	-2%	3%	1%	.	.	.	-5%
O=C(Cn1cnc2c(nnn2Cc2ccccc2)c1=O)NCC1CCCO1 (stereo not given)	0%	0%	0%	-4%	1%	0%	-1%	-9%

Remaining list, next part:
SMILES | JMJD2E inh | TexasRed fluor | Tau FP inhib | Tau fibril ThT | L3MBTL1 block | RGS12 GoLoco inh | RECQ1 inh | TRb SRC2 PPI
Cc1ccc2c(C(=O)CCl)c(C)[nH]c2c1 | -7% | 0% | -1% | ? | . | -1% | 7% | -1%
N/C(=N\OC(=O)COc1ccc(Br)cc1Cl)c1ccccn1 | -3% | 1% | -7% | ? | 9% | -4% | -4% | 0%
O=C(NC1CCCCCCC1)c1ccccc1O | ? | 2% | -9% | -12% | 7% | -7% | -7% | 2%
CCOc1ccc(CC2CC(=O)NC2=O)cc1 (stereo not given) | 3% | -4% | 1% | 1% | -6% | 2% | -2% | -2%
Cc1ccc(NS(=O)(=O)Cc2ccccc2)nc1 | ? | 0% | -4% | -7% | -3% | 4% | -6% | 0%
CCN1C(=O)NC2=C(C(=O)c3ccccc32)C1c1ccccc1F (stereo not given) | 3% | 0% | 4% | ? | . | 9% | i | -16%
COc1cc(Nc2nn(-c3ccc(OC(F)(F)F)cc3)nc2C(C)=O)cc(OC)c1 | . | -1% | 3% | -8% | . | . | . | -3%
CN(C)c1ccc(CNC(=O)CCCN2C(=O)CCn3nc(-c4cn(C)c5ccccc45)cc32)cc1 | . | ? | 10% | -5% | . | . | . | 3%
COc1cc(C(=O)N/N=C(\Cc2ncc[nH]2)c2ccccc2)cc(OC)c1OC | ? | -7% | -7% | -19% | . | 8% | -1% | -6%
Cc1ccc(Cl)cc1NC(=O)CN1C(=O)C(C)(C)c2cc(S(=O)(=O)N3CCCCC3)ccc21 | . | 0.0045µM*[quencher] | -12% | -7% | . | . | . | -20%
CCOC(=O)N1CCN(S(=O)(=O)c2ccc3[nH]cc(C(=O)O)c(=O)c3c2)CC1 | ? | -1% | -1% | -5% | -2% | 8% | 3% | -9%
CN(c1cccc(NC(=O)c2ccc(N(C)S(=O)(=O)c3ccccc3)cc2)c1)S(C)(=O)=O | 1% | 0% | -12% | -5% | 5% | 5% | 3% | 6%
Cc1nn(-c2ccccc2)c(C)c1/C=N/N1CCN(c2ccccn2)CC1 | -2% | 1% | 4% | ? | ? | -3% | -2% | 9%
O=C(CCCn1c(=O)[nH]c2cc(Cl)ccc2c1=O)NC1CCCCCC1 | -8% | -1% | -15% | -9% | . | 3% | -8% | 1%
Cc1cccc(NC(=O)/C(C#N)=C/c2cn(CC(=O)NCc3ccco3)c3ccccc23)c1 | ? | 0% | -10% | 7% | 17% | 8% | -2% | 0%
Cc1ccc(NC(=S)NNC(=O)Cn2nc(C(F)F)cc2C(F)F)cc1 | 5% | -1% | 7% | -8% | 5% | 10% | -5% | 4%
CCOc1ccc(NC(=O)CCN2CCN(S(=O)(=O)c3ccc(Cl)cc3)CC2)cc1 | -2% | -1% | 9% | -12% | . | 14% | i | -5%
COc1ccc(N2C(=O)CC(N3CCCCC3)C2=O)cc1 (stereo not given) | 5% | -1% | 3% | ? | 2% | -7% | i | 4%
O=C(COC(=O)Cc1ccc(S(=O)(=O)N2CCOCC2)s1)NCc1ccc(Cl)cc1 | -4% | -3% | 9% | -13% | . | 32%[activator] | i | -8%
Cc1nc(-c2ccccc2)sc1CCNS(=O)(=O)c1ccc(Br)cc1 | . | ? | -8% | 1% | . | . | . | -6%
CN1CCN(C(=O)N2c3ccccc3CCc3ccccc32)CC1 | 8% | -3% | -1% | -1% | 1% | 7% | i | 2%
COc1ccccc1OCCOCCOc1ccc(C)cc1Br | -4% | -2% | -1% | ? | 45%[activator] | -15% | -5% | 1%
COCCCNC(=O)CN(c1ccc(Cl)c(Cl)c1)S(C)(=O)=O | 4% | -3% | 3% | -3% | 12% | . | -8% | -3%
Clc1ccc(OCc2nn3c(-c4ccccc4)nnc3s2)c(Cl)c1 | 9% | 1% | -14% | -18% | -4% | 4% | -6% | 5%
CCOC(=O)c1cnc2cc(-c3ccc(OCC)cc3)nn2c1-c1ccccc1 | . | -1% | 1% | -2% | . | . | . | -4%
Continued.
SMILES | JMJD2E inh | TexasRed fluor | Tau FP inhib | Tau fibril ThT | L3MBTL1 block | RGS12 GoLoco inh | RECQ1 inh | TRb SRC2 PPI
COc1ccc(C(=O)NCC(=O)OC2CCCCC2=O)cc1 (stereo not given) | -1% | 0% | 3% | -8% | 4% | . | -8% | -1%
O=S(=O)(c1ccccc1)N1CCN(c2nnc(-c3ccccc3)c3ccccc23)CC1 | 1% | 1% | -13% | -16% | -2% | 4% | -5% | 3%
Cc1cc(C(=O)CN2CCCC(C)C2)c(C)n1-c1ccc(F)cc1 (stereo not given) | -27% | 4% | -6% | -14% | -8% | 11% | -13% | 1%
CCCS(=O)(=O)N1CCCC(C(=O)NCCCN2CCN(c3cccc(Cl)c3)CC2)C1 (stereo not given) | 14% | -1% | 0% | -3% | 4% | -8% | i | -8%
CCCC(C)NC(=O)COc1ccc(S(=O)(=O)N2CCCC2)cc1 (stereo not given) | 1% | -1% | -19% | 1% | 2% | 2% | i | 7%
O=C(O)c1ccc(NS(=O)(=O)c2cccc3nsnc23)cc1 | 3% | 0% | 5% | 5% | 4% | 8% | -1% | -1%
COc1ccc(OC)c(S(=O)(=O)NCc2csc(-c3ccccc3)n2)c1 | -10% | 0% | 1% | -2% | 1% | -6% | 4% | 0%
COc1cccc(/C=N/N=C(\N)c2nonc2N)c1O | 7% | 1% | 10% | -12% | -4% | 3% | 2% | 5%
